RNase H inhibition – RNase H inhibition, HIV 1 Gag Pol polyprotein, FRET biochemical assay, screening (AID 372) | HIV-1 RT RNase H, FRET RNA/DNA substrate fluorescence; higher % means a stronger effect | 100,000 tested, 0.77% active | inhibition, % at 10 µM, or IC50 in µM where a hit was titrated; in the data active means inhibition above about 50%
* marks the source's active call; other numbers are inactive results. Some of the compounds tested; the hit share may differ from the screen's.

SMILES	RNase H inhibition
COc1ccc(Br)cc1/C=C/C(=O)Nc1ccc(F)c([N+](=O)[O-])c1	14.0%
COc1cc(C(=O)Nc2cc(-c3nc4cc(Cl)ccc4o3)ccc2C)cc(OC)c1OC	0.0%
O=C1S/C(=C/C=C/c2cccc([N+](=O)[O-])c2)C(=O)N1c1ccccc1	31.0%
Cc1cc(C)nc(SCC(=O)Nc2ccc(Cl)c(Cl)c2)n1	9.0%
COc1ccc(CNC(=O)C(=O)Nc2ccc(OC)cc2OC)cc1	48.0%
CCc1nnc(NC(=O)COc2ccc(Br)cc2)s1	10.0%
COc1ccc(/C=C(\NC(=O)c2ccccc2)C(=O)Nc2ccc(I)cc2)cc1	25.0%
O=C(N/N=C/c1cccc([N+](=O)[O-])c1O)/C(=C\c1ccc2c(c1)OCO2)NC(=O)c1ccccc1	17.0%
COC(=O)C1=C(C)NC(=O)/C1=C\c1ccc(OCc2ccccc2)cc1	15.0%
C=CCn1c(NC(=O)c2ccc(Cl)cc2)nc2ccccc21	20.0%
CCOC(=O)C1=C(c2ccccc2)NC(=O)NC1c1ccc(OC)c(OC)c1 (stereo not drawn)	0.0%
O=C(N/N=C/c1cc(Br)ccc1O)c1cc([N+](=O)[O-])cc([N+](=O)[O-])c1	11.0%
CCCCOc1cccc(C(=O)Nc2ccc(C)cc2[N+](=O)[O-])c1	4.0%
COc1ccc(N(CC(=O)NCCSc2ccccn2)S(=O)(=O)c2ccccc2)c(OC)c1	0.0%
CCCCNC(=O)C1COc2ccccc2O1 (stereo not drawn)	0.0%
CC1=C(C(=O)OCc2ccccc2)C(c2ccc(Cl)c(Cl)c2)NC(=O)N1C (stereo not drawn)	24.0%
NC(=O)Cn1cc(/C=C2/C(=O)NC(=O)N(Cc3ccco3)C2=O)c2ccccc21	0.0%
Nc1ccc2nc(Sc3nc4ccc([N+](=O)[O-])cc4s3)sc2c1	10.0%
O=C(O)c1ccc(C(=O)c2ccc3c(c2)C(=O)N(c2ccncc2)C3=O)cc1	7.0%
O=C(/C=C\Nc1cc(Cl)ccc1O)c1ccc2c(c1)OCO2	14.0%

Some of the entries so far, bar-delimited:
compound | RNase H inhibition
CCc1nnc(NC(=O)COc2ccc(Br)cc2)s1 | 10.0%
COc1cc(C(=O)Nc2cc(-c3nc4cc(Cl)ccc4o3)ccc2C)cc(OC)c1OC | 0.0%
COc1ccc(CNC(=O)C(=O)Nc2ccc(OC)cc2OC)cc1 | 48.0%
CCCCOc1cccc(C(=O)Nc2ccc(C)cc2[N+](=O)[O-])c1 | 4.0%
O=C(/C=C\Nc1cc(Cl)ccc1O)c1ccc2c(c1)OCO2 | 14.0%
NC(=O)Cn1cc(/C=C2/C(=O)NC(=O)N(Cc3ccco3)C2=O)c2ccccc21 | 0.0%
COc1ccc(N(CC(=O)NCCSc2ccccn2)S(=O)(=O)c2ccccc2)c(OC)c1 | 0.0%

The list goes on.
SMILES	RNase H inhibition
COC(=O)c1sc2nc(-c3ccccc3)nc(N)c2c1C	9.0%
COC(=O)C1=C(C)NC(=O)CC1c1ccccc1[N+](=O)[O-] (stereo not drawn)	1.0%
CC(=O)Nc1ccc(S(=O)(=O)Nc2cccc(C(=O)Nc3nccs3)c2)cc1	6.0%
O=[N+]([O-])c1ccc(N=Cc2cccc(O)c2O)cc1	6.0%
CS(=O)(=O)N(Cc1ccccc1)c1ccc(C(=O)Nc2ccc3ccccc3c2)cc1	22.0%
COc1ccc(-n2cnc3cc(NC(C)=O)ccc32)cc1	9.0%
O=C(COc1ccccc1)Nc1ccc(OCc2ccccc2)cc1	7.0%
COc1ccc(N=Cc2cccc(C)c2O)cc1Cl	6.0%
CN(Cc1ccccc1)C(NC(=O)c1ccccc1[N+](=O)[O-])C(Cl)(Cl)Cl (stereo not drawn)	7.0%
Oc1ccc(Br)cc1/C=N/Nc1ncc(Br)cn1	0.0%
Cc1cc(=O)oc2cc(OCC(=O)c3ccccc3)cc(OCC(=O)c3ccccc3)c12	22.0%
COc1ccc(C=Nc2cc([N+](=O)[O-])ccc2C)cc1OC	28.0%
COc1ccc(C2NC(=O)NC(C)=C2C(=O)OCc2ccc3c(c2)OCO3)cc1 (stereo not drawn)	24.0%
O=C(N=Nc1ccc([N+](=O)[O-])cc1)c1ccc(-n2c(O)c3ccccc3c2O)cc1	0.0%
C(=NCCc1ccccc1)c1c[nH]c2ccccc12	11.0%
COc1ccc(C2CC(=O)C3=C(C2)NC(C)=C(C(=O)OCCOc2ccccc2)C3c2cc3c(cc2Cl)OCO3)cc1 (stereo not drawn)	12.0%
Cc1ccc(NCC(=O)N/N=C\c2ccc(OC(=O)c3ccc(Br)cc3)cc2)cc1	13.0%
COC(=O)c1c(NC(=O)c2c(C)c(-c3ccc(Cl)cc3Cl)nc3ccccc23)sc2c1CCCCCC2	5.0%
COc1ccc(NC(=S)NC(NC(=O)Cc2ccccc2)C(Cl)(Cl)Cl)cc1OC (stereo not drawn)	1.0%
COc1cccc(/C=N/N2CCN(Cc3cccc4ccccc34)CC2)c1O	8.0%
Cc1c(Cl)cccc1N=Cc1ccc([N+](=O)[O-])s1	27.0%
C=CCn1c2ccccc2c2nnc(SCC(=O)Nc3nc4ccc([N+](=O)[O-])cc4s3)nc21	13.0%
COC(=O)c1cccc(-n2c(C)cc(C=O)c2C)c1	23.0%
CCn1c(CSc2nc3ccccc3s2)nc2ccccc21	9.0%
O=[N+]([O-])c1cc2c(cc1/C=N/Nc1nc3nonc3nc1Nc1ccc(F)cc1)OCO2	18.0%
Cc1ccccc1NS(=O)(=O)c1ccc(NC(=O)c2ccc(C(F)(F)F)cc2)cc1	8.0%
CC(C)C(NC(=O)c1ccc(Cl)cc1Cl)C(C)C	6.0%
CCCOC(=O)C1=C(C)NC2=C(C(=O)CC(c3ccccc3)C2)C1c1cc(Cl)c(O)c(OC)c1 (stereo not drawn)	21.0%
N#C/C(=C\c1ccc(Cl)c([N+](=O)[O-])c1)c1nn(CCO)c(N)c1C#N	2.0%
Oc1ccccc1-c1n[nH]c(-c2ccccc2O)n1	4.0%
COc1ccc2nc(SCC(=O)Nc3ccc(Cl)c(Cl)c3)[nH]c2c1	30.0%
O=S(=O)(NC1CCCCC1)c1ccc(Br)cc1	0.0%
COC(=O)CN(c1ccc(OC)cc1)S(=O)(=O)c1ccc(NC(C)=O)cc1	0.0%
CCOc1ccccc1/C=N/NC(=O)c1ccccc1O	3.0%
O=S(=O)(Nc1cccc(C(F)(F)F)c1)c1ccc2ccccc2c1	25µM*
Cc1nc2c(c3c1[nH]c1ccccc13)/C(=N\O)CC(C)(C)C2	0.0%
O=C(c1ccc(C#CC2(O)CCCCC2)cc1)N1CCN(c2ccc(F)cc2)CC1	3.0%
COc1ccc(Cl)cc1C(=O)Nc1cccc(-c2nc3ccccc3o2)c1C	9.0%
CC(=O)Nc1ccc(NC(=O)c2ccc(C(F)(F)F)cc2)cc1	0.0%
O=S(=O)(CCSc1ccc(Cl)cc1)OCC(F)(F)F	0.0%
CC1=Nc2ccccc2/C1=C\c1sc(=S)n(CC(=O)O)c1O	10.0%
O=C(CSc1nnc(-c2cccc(Cl)c2)n1-c1ccccc1)NCc1ccccc1	44.0%
CCOC(=O)c1c(-c2ccc(OC)cc2)csc1NC(=O)c1cccc([N+](=O)[O-])c1	9.0%
CC(C)(C)NC(=O)c1ccc(N2C(=O)c3ccc([N+](=O)[O-])cc3C2=O)cc1	13.0%
COc1ccc(CC(=O)Nc2ccc3c(c2)Cc2ccccc2-3)cc1OC	15.0%
CC(=O)c1c(C)n(-c2ccc(N(C)C)cc2)c2ccc(O)cc12	5.0%
Cc1cc(C)c(S(=O)(=O)Nc2ccc(OCc3ccccc3)cc2)c(C)c1	41.0%
Cc1ccc(NC(=O)COc2ccccc2Cl)c(C(=O)O)c1	0.0%
O=C(COc1ccc(Cl)cc1Br)N/N=C/c1cc([N+](=O)[O-])ccc1O	1.0%
Cc1cc(C)c2oc(-c3ccc(NC(=S)NC(=O)c4ccc(Cl)cc4)cc3)nc2c1	46.0%
CCc1ccccc1NC(=S)NC(=O)c1ccc(Cl)cc1	15.0%
Cc1ccc(S(=O)(=O)N(CC(=O)NCc2ccc(Cl)cc2)c2ccccc2)cc1	35.0%
Cc1ccccc1OCC(=O)N/N=C/c1ccc(OC(=O)c2cccs2)cc1	15.0%
CN1CCCN(Cc2ccc(N(C)C)cc2)CC1	6.0%
CCCCOC(=O)Nc1nnc(-c2ccco2)s1	6.0%
CCOc1ccc(/C=C2/C(=O)NN(c3ccc(I)cc3)C2=O)cc1OC	11.0%
NS(=O)(=O)c1ccc(NC(=O)c2cc([N+](=O)[O-])ccc2Cl)cc1	6.0%
Cc1ccc(-c2cc(C(F)(F)F)n3ncc(C(=O)N4CCN(Cc5ccccc5)CC4)c3n2)cc1	15.0%
O=C(NCCNc1ccc(Cl)cc1[N+](=O)[O-])c1ccccc1Br	17.0%
COc1cc2ccccc2cc1C(=O)Nc1cccc(-c2nc3ccccc3o2)c1	5.0%

The list goes on.
SMILES	RNase H inhibition
CC(C)c1ccc(-c2csc(NC(=O)c3ccc(S(=O)(=O)N4CCCC4)cc3)n2)cc1	8.0%
N=C1/C(=C/c2ccc(-c3ccc(C(=O)O)cc3)o2)C(=O)N=C2SC(c3ccccc3)=NN12	19.0%
CCNC(=O)C(=O)Nc1ccc(Cl)c(Cl)c1	17.0%
CN1C(=O)C(=Cc2ccc(-c3ccc(Cl)c(Cl)c3)o2)C(=O)N(C)C1=S	13.0%
O=C(COc1cccc(Cl)c1)NCCc1nc2ccccc2[nH]1	2.0%
Cc1cccc(C)c1NC(=O)c1ccc2c(c1)OCCO2	2.0%
Cc1c(Cc2ccccc2)c(=O)oc2cc(OCC(=O)N(C)C)ccc12	4.0%
Cc1ccc(C(C)C)c(OCC(=O)N/N=C/c2cc(I)cc(I)c2O)c1	12.0%
CC(C)(C)c1ccc(C(=O)Nc2ccc([N+](=O)[O-])cc2)cc1	6.0%
O=[N+]([O-])c1ccc(N2CCN(C3Cc4ccccc4C3)CC2)cc1	4.0%
C/C(=N/NC(=O)CN(c1cccc(Cl)c1)S(=O)(=O)c1ccccc1)c1ccccc1O	14.0%
COc1ccccc1NC(=O)CC(C)=O	3.0%
Cc1ccsc1C1C(C#N)=C(N)OC2=C1C(=O)CC(C)C2 (stereo not drawn)	2.0%
O=[N+]([O-])c1ccccc1CNC1CCCCC1	28.0%
CCOC(=O)c1cnc(-c2ccccc2)nc1N	15.0%
Cc1cc(Cl)ccc1OCC(=O)Nc1cccc(-c2nc3ccccc3s2)c1C	10.0%
Cc1c(C)n(Cc2ccccc2)c2ccc(C(=O)OCCN3CCOCC3)cc12	11.0%
CCOc1ccc(Br)cc1/C=C1/C(=O)NC(=O)N(c2cccc(C)c2)C1=O	12.0%
CN(C)c1ccc(C(=O)N/N=C/c2c(F)cccc2Cl)cc1	2.0%
Oc1c(Br)cc(Br)cc1/C=N/c1ncn[nH]1	12.0%
COc1cc(C=C2C(=O)N(C)C(=S)N(C)C2=O)cc(Br)c1OCc1ccccc1F	8.0%
Cc1ccc(C(=O)NC(=S)Nc2ccc(N3CCCCC3)cc2)cc1	10.0%
Cc1ccccc1OCCNc1cc(N2CCOCC2)ccc1[N+](=O)[O-]	10.0%
Cc1cc(-c2ccccc2)nc2cc(C(=O)Nc3ccc(Cl)cc3)nn12	24.0%
O=S(=O)(Cc1ccccc1)c1nc2ccccc2n1Cc1ccc(Cl)c(Cl)c1	10.0%
CC(=O)OCC1OC2OC(C)(C)OC2C2OC(C)(C)OC12 (stereo not drawn)	3.0%
CC1=C(C#N)C(c2ccccc2OC(C)C)C2=C(CC(c3ccc(Cl)cc3)CC2=O)N1 (stereo not drawn)	17.0%
COc1cc(CN2CCN(S(=O)(=O)c3ccc(C)cc3)CC2)cc(OC)c1O	22.0%
Cc1cc(C)cc(CSCC(=O)Nc2ccc(C(C)C)cc2)c1	8.0%
O=C(/C=C/c1ccc(-c2ccc(Br)cc2)o1)c1ccc([N+](=O)[O-])cc1	17.0%
CC(C)=Cc1oc2ccc([N+](=O)[O-])cc2c1N1CCOCC1	0.0%
COc1ccc(-c2cc(=O)oc3c(C)c(OCC(=O)c4ccc(F)cc4)ccc23)cc1	3.0%
CCn1cc(C(=O)NN)c(=O)c2cc([N+](=O)[O-])ccc21	0.0%
O=[N+]([O-])c1cc(N=Cc2ccccc2)ccc1Cl	9.0%
O=C(c1cc2nc(-c3ccc(Br)cc3)cc(C(F)(F)F)n2n1)N1CCOCC1	10.0%
COc1ccc(C2Nc3ccccc3-c3nnc(SC)nc3O2)c(OC)c1 (stereo not drawn)	5.0%
CN(C)c1cccc(C(=O)NC2CCCCCC2)c1	4.0%
O=C1C2C3C=CC(C4CC34)C2C(=O)N1CC1CCCO1 (stereo not drawn)	2.0%
O=C(Nc1ccc(Cl)cc1)c1ccc(S(=O)(=O)c2ccccc2)cc1	23.0%
CCN1C(=O)/C(=C\c2ccc(-c3ccccc3C(=O)OC)o2)SC1=S	29.0%
COc1ccc2ccccc2c1CN1CCN(c2cccc(C(F)(F)F)c2)CC1	12.0%
CCN1C(=O)/C(=C\c2ccc(-c3ccc(Cl)c(Cl)c3)o2)SC1=S	15.0%
COc1ccccc1C1CC(=O)Nc2ccc3ccccc3c21 (stereo not drawn)	20.0%
COc1ccc(/C=C2/SC(=S)N(C)C2=O)c2ccccc12	3.0%
OC1(c2ccc(Br)cc2)CCN(Cc2cc(F)ccc2F)CC1	9.0%
O=C(Nc1cccnc1)c1cc(-c2cccs2)nc2ccccc12	9.0%
O=[N+]([O-])c1ccccc1S(=O)(=O)Oc1ccc(/C=N/n2cnnc2)cc1	8.0%
COc1ccc(/C=N/NC(=O)c2ccccc2)cc1OC	6.0%
COc1cc(C=O)ccc1Oc1ccc([N+](=O)[O-])cc1	1.0%
COc1cc(S(=O)(=O)n2cnc3cc(C)c(C)cc32)ccc1Cl	7.0%

Look-ups from the entries so far.
Value of CCN1C(=O)/C(=C\c2ccc(-c3ccc(Cl)c(Cl)c3)o2)SC1=S in RNase H inhibition: 15.0%
Value of COc1ccccc1C1CC(=O)Nc2ccc3ccccc3c21 (stereo not drawn) in RNase H inhibition: 20.0%
Value of COc1ccc(/C=N/NC(=O)c2ccccc2)cc1OC in RNase H inhibition: 6.0%

Reprinted from the results shown, four compounds:
SMILES	RNase H inhibition
COc1ccc2ccccc2c1CN1CCN(c2cccc(C(F)(F)F)c2)CC1	12.0%
CCN1C(=O)/C(=C\c2ccc(-c3ccc(Cl)c(Cl)c3)o2)SC1=S	15.0%
COc1ccccc1C1CC(=O)Nc2ccc3ccccc3c21 (stereo not drawn)	20.0%
COc1ccc(/C=C2/SC(=S)N(C)C2=O)c2ccccc12	3.0%
